Compound activity as filed in PubChem.
GSH fluor: compound fluoresces at 488/530 nm on GSH beads. GSH beads flow cytometry, compound fluorescence 488/530 nm; active compounds read high. fluorescence (KMESF) at 10 µM. 190,000 tested, 0.25% active. AID 1776; in the data active means fluorescence above about 89;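 further: glutathione beads carrying GST-tagged Bcl family fusion proteins plus one bare bead set; values are compound well signal with DMSO vehicle wells as background; inactives centre near 16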
Bfl-1 Bim block: human Bim-Bfl-1 interaction inhibition; Q16548; Bead-based flow cytometry, Bim-Bfl-1 binding inhibition; inhibition, % at 10 µM; 190,000 tested, 0.12% active;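 further: 0% = wells without compound plus tracer and 100% = blocker peptide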
RGS7-Gao: regulators of human RGS7-Galphao interaction; P09471; 220,000 tested, 0.35% active; binding response (% of control), % at 10 µM; Multiplexed bead flow cytometry, RGS7-Galphao binding; actives lie on both sides; AID 1439; in the data active means binding response below about 49% or above about 150%; inconclusive means no clear call, values can overlap the other calls; inactive means in between;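 further: fluorescent Galphao held in activated GDP-AlF4 state binding bead-coupled RGS7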
Target sequence (P09471 whole entry, looked up): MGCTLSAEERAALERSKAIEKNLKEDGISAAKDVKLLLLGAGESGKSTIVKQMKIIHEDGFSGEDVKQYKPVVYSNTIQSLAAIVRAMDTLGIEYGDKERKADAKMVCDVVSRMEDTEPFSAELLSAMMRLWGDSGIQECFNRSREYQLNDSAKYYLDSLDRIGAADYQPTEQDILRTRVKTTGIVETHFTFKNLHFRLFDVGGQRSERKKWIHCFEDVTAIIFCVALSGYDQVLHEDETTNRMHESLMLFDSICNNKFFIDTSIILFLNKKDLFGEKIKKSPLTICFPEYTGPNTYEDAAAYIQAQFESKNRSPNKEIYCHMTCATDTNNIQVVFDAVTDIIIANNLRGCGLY
Bim-Bcl-W: human Bim-Bcl-W interaction inhibition; inhibition, % at 10 µM; Q92843; bead-based flow cytometry, Bim peptide-Bcl-W binding; 190,000 tested, 0.02% active; AID 952;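 further: 0% = bound tracer without compound and 100% = peptide blocker; higher means less fluorescent Bim peptide bound to Bcl-W beads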
Bcl-XL Bim block: disrupts Bim peptide binding to human Bcl-XL. bead flow cytometry, fluorescence. inhibition, % at 10 µM. 190,000 tested, 0.04% active. AID 1007
Target sequence (Q07817 whole entry, looked up): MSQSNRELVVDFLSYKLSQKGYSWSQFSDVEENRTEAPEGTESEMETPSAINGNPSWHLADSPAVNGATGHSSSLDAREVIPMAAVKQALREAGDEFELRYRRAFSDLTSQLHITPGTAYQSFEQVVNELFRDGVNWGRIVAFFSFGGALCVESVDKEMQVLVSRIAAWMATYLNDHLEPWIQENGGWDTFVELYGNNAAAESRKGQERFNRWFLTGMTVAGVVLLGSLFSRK
RGS8-Gao reg: human RGS8-Galphao interaction regulation | 220,000 tested, 0.34% active | response (percent of control binding), % at 10 µM | multiplexed bead flow cytometry, RGS8-Galphao binding; actives lie on both sides | P09471 | AID 1423; in the data active means response below about 60% or above about 140%; inactive means in between;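 further: Galphao activated as the GDP aluminium fluoride complex binding bead-coupled RGS8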
Bim-Bcl-2: human Bim-Bcl-2 interaction inhibition | P10415 | Bead-based flow cytometry, Bim peptide-Bcl-2 binding | inhibition, % at 10 µM | 190,000 tested, 0.06% active | AID 950; in the data active means inhibition above about 40%; inconclusive means no clear call, values can overlap the other calls;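 further: 0% = no compound wells with probe peptide and 100% = reference peptide inhibitor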
Target sequence (P10415 whole entry, looked up): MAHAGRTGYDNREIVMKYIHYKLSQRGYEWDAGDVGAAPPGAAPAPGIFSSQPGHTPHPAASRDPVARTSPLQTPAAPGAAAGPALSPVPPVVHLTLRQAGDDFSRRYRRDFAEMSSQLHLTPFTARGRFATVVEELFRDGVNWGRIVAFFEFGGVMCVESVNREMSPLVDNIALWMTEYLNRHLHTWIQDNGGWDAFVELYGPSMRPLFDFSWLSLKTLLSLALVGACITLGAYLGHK
RGS4-Gao reg: human RGS4-Galphao interaction regulation | Multiplexed bead flow cytometry, RGS4-Galphao binding; actives lie on both sides | binding response (% of control), % at 10 µM | 220,000 tested, 0.33% active | AID 1415; in the data active means binding response below about 49% or above about 150%; inactive means in between;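 further: fluorescent Galphao activated with aluminum fluoride binding bead-coupled RGS4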
ABCG2 inh: human ABCG2 inhibition, ABCB1 as counter-screen; IgMXP3 cells, JC-1 efflux, flow cytometry; 190,000 tested, 0.1% active; Q9UNQ0; inhibition, % at 6.6 µM;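 active means inhibition above 80%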;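 further: 0% = DMSO and 100% = nicardipine control wells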
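Test system: ABCG2 IgMXP3 and barcoded ABCB1 CCRF-Adr cell mix; Schedule: cells with compound and JC-1, 10 min at 25 °C, rotating, no wash; Technique: flow cytometry of retained JC-1 fluorescence; Measure: % inhibition of efflux relative to nicardipine and DMSO; Controls: nicardipine high and DMSO low controls.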
ABCB1 inh: inhibitors of human ABCB1 transporter, ABCG2 counter-screen. P08183. inhibition, % at 6.6 µM. 190,000 tested, 0.067% active. CCRF-Adr cells, JC-1 efflux, flow cytometry; in the data active means inhibition above about 40%;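 further: 0% = vehicle and 100% = reference inhibitor; higher value means more JC-1 retained so stronger ABCB1 efflux block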
Bcl-B Bim block: human Bim-Bcl-B interaction inhibition. bead-based flow cytometry, Bim peptide-Bcl-B binding. 190,000 tested, 0.073% active. Q9HD36. AID 951. inhibition, % at 10 µM;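 further: 0% = tracer peptide without compound and 100% = reference inhibitor peptide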
Target sequence (Q9HD36 whole entry, looked up): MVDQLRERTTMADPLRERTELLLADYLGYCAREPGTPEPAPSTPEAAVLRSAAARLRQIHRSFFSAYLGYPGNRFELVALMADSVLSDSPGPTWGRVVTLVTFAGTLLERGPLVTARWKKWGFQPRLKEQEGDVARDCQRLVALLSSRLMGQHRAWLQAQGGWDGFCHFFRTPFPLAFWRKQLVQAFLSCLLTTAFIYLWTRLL
The depositor's hits bear a star; ? = inconclusive. Unless noted, no stated cut-off is given here; in the data, active means inhibition above about 40%.

SMILES	GSH fluor	Bfl-1 Bim block	RGS7-Gao	Bim-Bcl-W	Bcl-XL Bim block	RGS8-Gao reg	Bim-Bcl-2	RGS4-Gao reg	ABCG2 inh	ABCB1 inh	Bcl-B Bim block
Cc1nn(Cc2ccccc2)c(C)c1/C=N/NC(=O)CNc1cccc(C(F)(F)F)c1	15	-10.0	95.5	-7.0	-3.0	98.5	-8.0	97.5	48.6	1.9	-9.0
c1ccc(-c2nc(NCc3ccco3)c3ccccc3n2)nc1	11	-6.0	103.8	4.0	-3.0	102.3	-5.0	103.3	5.6	0.7	-6.0
COc1ccc(S(=O)(=O)N(CC(=O)NC(C)C)Cc2ccccc2)cc1	46	-11.0	98.0	0.0	0.0	100.4	-9.0	97.2	0.3	-0.7	-8.0
CCCCCCc1cc2cc(C(=O)NC)c(=N)oc2cc1O	32	-1.0	94.5	0.0	0.0	102.0	3.0	90.8	10.3	-0.6	2.0
CC1(c2ccccc2)NC(=O)N(CCN2C(=O)c3ccccc3C2=O)C1=O (stereo not given)	13	-2.0	101.4	0.0	-1.0	102.2	-2.0	103.2	0.2	0.1	-2.0
COC(=O)c1[nH]c2cccc(OC)c2c1NC(=O)C(C)N1CCC(C)CC1 (stereo not given)	16	-1.0	96.3	-1.0	-1.0	99.7	-4.0	98.9	2.6	0.5	-1.0
COc1ccccc1/C=C/C=N/n1c(-c2ccncc2)n[nH]c1=S	22	9.0	105.4	-1.0	-2.0	97.5	-1.0	98.3	-3.0	-0.4	-33.0
COCCN(C(=O)CSc1nnc(-c2ccccc2F)n1C)c1c(N)n(Cc2ccccc2)c(=O)[nH]c1=O	22	-3.0	98.5	-3.0	0.0	103.8	-1.0	100.8	-0.5	-0.2	0.0
O=C(NCCO)c1cccc2c1C(=O)c1ccccc1-2	23	2.0	102.8	-3.0	-2.0	99.4	-2.0	106.4	10.8	0.3	-5.0
Cc1cccc(-c2nnc(NC(=O)c3cccs3)s2)c1	17	0.0	108.9	-1.0	-6.0	101.3	2.0	113.7	8.6	0.5	-6.0
N#C/C(=C/C=C/c1ccccc1)C(=O)Nc1ccccc1	18	-6.0	104.4	-1.0	-4.0	101.0	-1.0	102.9	2.8	0.3	-2.0
O=C(Nc1cccc(-c2cn3cccnc3n2)c1)c1ccco1	13	-3.0	100.7	-1.0	-2.0	100.0	-2.0	100.5	3.2	0.4	-1.0
O=C(O)CCC(=O)N1N=C(c2ccccc2)CC1c1ccc2nccnc2c1 (stereo not given)	13	9.0	80.2	6.0	12.0	76.8	7.0	80.1	0.7	0.1	10.0
COC(=O)c1cc(C(=O)OC)n(Cc2ccc(Br)cc2)n1	44	-5.0	105.6	-2.0	-10.0	101.5	-2.0	108.2	3.6	1.2	-8.0
O=C(O)CCCCOn1ccnc1	26	-6.0	101.1	-2.0	-6.0	98.5	-5.0	99.8	0.0	0.0	-4.0
COCCn1nnnc1C(c1ccc2ncccc2c1)N1CCc2ccccc21 (stereo not given)	72	3.0	93.5	1.0	-9.0	95.3	1.0	93.8	1.4	1.1	0.0
Cc1ccccc1C(=O)N/N=C1/SCC(=O)N1Cc1ccccc1	9	-9.0	96.6	-1.0	-5.0	102.8	-4.0	102.8	-1.1	-0.1	-5.0
CC(C)(C)SCCNC(=O)/C=C/c1cccc([N+](=O)[O-])c1	9	0.0	95.0	-1.0	-2.0	78.6	0.0	96.5	21.5	1.7	0.0
COc1ccccc1CCc1nnc(CCC(=O)NC(C)Cc2ccsc2)o1 (stereo not given)	13	-4.0	105.5	-1.0	-3.0	102.8	-8.0	105.2	1.1	-0.5	-4.0
COCCn1c(=O)[nH]c2cc(C(=O)NCCN3CCN(c4ccccc4)CC3)ccc2c1=O	11	-9.0	98.4	6.0	-1.0	99.1	-5.0	100.1	1.6	0.3	-6.0
COc1ccc(C2C(CN3CCOCC3)C(=O)N2c2ccccc2)cc1 (stereo not given)	18	2.0	93.3	-2.0	-3.0	100.7	3.0	100.0	11.4	1.4	0.0
COC(=O)C1=C(C)NC(=O)CC1c1cc2c(cc1Br)OCO2 (stereo not given)	9	1.0	96.5	0.0	0.0	101.8	5.0	102.8	-0.2	0.2	0.0
COC(=O)Cn1c(=O)oc2ccc(C)cc21	14	-8.0	103.0	-3.0	-1.0	105.2	-4.0	102.3	19.4	1.0	-7.0
CCOc1ccc(Br)cc1S(=O)(=O)Nc1ccc(C(=O)Nc2ccc(C)cc2)cc1	6	1.0	103.1	-1.0	-2.0	107.7	1.0	105.2	-3.0	-0.5	0.0
CC(=O)Nc1ccc(S(=O)(=O)NCC2CCC(C(=O)N3CCN(c4ccccn4)CC3)CC2)cc1 (stereo not given)	15	-1.0	101.4	0.0	1.0	99.0	-2.0	100.2	10.1	0.1	0.0

Taken from above (12 entries):
SMILES	GSH fluor	Bfl-1 Bim block	RGS7-Gao	Bim-Bcl-W	Bcl-XL Bim block	RGS8-Gao reg	Bim-Bcl-2	RGS4-Gao reg	ABCG2 inh	ABCB1 inh	Bcl-B Bim block
O=C(Nc1cccc(-c2cn3cccnc3n2)c1)c1ccco1	13	-3.0	100.7	-1.0	-2.0	100.0	-2.0	100.5	3.2	0.4	-1.0
O=C(O)CCC(=O)N1N=C(c2ccccc2)CC1c1ccc2nccnc2c1 (stereo not given)	13	9.0	80.2	6.0	12.0	76.8	7.0	80.1	0.7	0.1	10.0
COC(=O)c1cc(C(=O)OC)n(Cc2ccc(Br)cc2)n1	44	-5.0	105.6	-2.0	-10.0	101.5	-2.0	108.2	3.6	1.2	-8.0
O=C(O)CCCCOn1ccnc1	26	-6.0	101.1	-2.0	-6.0	98.5	-5.0	99.8	0.0	0.0	-4.0
COCCn1nnnc1C(c1ccc2ncccc2c1)N1CCc2ccccc21 (stereo not given)	72	3.0	93.5	1.0	-9.0	95.3	1.0	93.8	1.4	1.1	0.0
Cc1ccccc1C(=O)N/N=C1/SCC(=O)N1Cc1ccccc1	9	-9.0	96.6	-1.0	-5.0	102.8	-4.0	102.8	-1.1	-0.1	-5.0
CC(C)(C)SCCNC(=O)/C=C/c1cccc([N+](=O)[O-])c1	9	0.0	95.0	-1.0	-2.0	78.6	0.0	96.5	21.5	1.7	0.0
COc1ccccc1CCc1nnc(CCC(=O)NC(C)Cc2ccsc2)o1 (stereo not given)	13	-4.0	105.5	-1.0	-3.0	102.8	-8.0	105.2	1.1	-0.5	-4.0
COCCn1c(=O)[nH]c2cc(C(=O)NCCN3CCN(c4ccccc4)CC3)ccc2c1=O	11	-9.0	98.4	6.0	-1.0	99.1	-5.0	100.1	1.6	0.3	-6.0
COc1ccc(C2C(CN3CCOCC3)C(=O)N2c2ccccc2)cc1 (stereo not given)	18	2.0	93.3	-2.0	-3.0	100.7	3.0	100.0	11.4	1.4	0.0
COC(=O)C1=C(C)NC(=O)CC1c1cc2c(cc1Br)OCO2 (stereo not given)	9	1.0	96.5	0.0	0.0	101.8	5.0	102.8	-0.2	0.2	0.0
COC(=O)Cn1c(=O)oc2ccc(C)cc21	14	-8.0	103.0	-3.0	-1.0	105.2	-4.0	102.3	19.4	1.0	-7.0

Back to the main list, starting 2 compounds before the break.
SMILES	GSH fluor	Bfl-1 Bim block	RGS7-Gao	Bim-Bcl-W	Bcl-XL Bim block	RGS8-Gao reg	Bim-Bcl-2	RGS4-Gao reg	ABCG2 inh	ABCB1 inh	Bcl-B Bim block
CCOc1ccc(Br)cc1S(=O)(=O)Nc1ccc(C(=O)Nc2ccc(C)cc2)cc1	6	1.0	103.1	-1.0	-2.0	107.7	1.0	105.2	-3.0	-0.5	0.0
CC(=O)Nc1ccc(S(=O)(=O)NCC2CCC(C(=O)N3CCN(c4ccccn4)CC3)CC2)cc1 (stereo not given)	15	-1.0	101.4	0.0	1.0	99.0	-2.0	100.2	10.1	0.1	0.0
CCCC[C@@H]1C[C@H]1[C@@H](NC(=O)c1cccs1)c1ccc(Cl)cc1	19	-2.0	100.8	-2.0	-1.0	98.9	-1.0	98.4	4.5	0.3	-2.0
O=C(/C=C/c1ccc(S(=O)(=O)NCc2ccco2)cc1)N1CCN(c2ccccc2)CC1	12	-3.0	102.2	0.0	-1.0	100.6	-3.0	99.9	1.9	0.2	-1.0
Cc1c(N=C2NC(=O)/C(=C/c3cccc([N+](=O)[O-])c3)S2)c(=O)n(-c2ccccc2)n1C	10	-11.0	101.4	-3.0	-5.0	100.2	-8.0	101.8	3.2	0.0	-9.0
CCOC(=O)c1ccc(NC(=O)C(=O)NCc2ccco2)cc1	27	-5.0	100.1	1.0	0.0	100.5	-5.0	97.8	1.5	0.4	-4.0
CCn1nc(C)c(CN2CCN(Cc3ccc(OC)c(C)c3C)C(CCO)C2)c1C (stereo not given)	11	-6.0	95.4	-3.0	-7.0	97.2	-3.0	97.5	-0.3	3.2	-4.0
CCOC(=O)C1CCN(CC(O)COCc2cccs2)CC1 (stereo not given)	14	1.0	?	-2.0	-3.0	103.2	-3.0	105.1	-2.9	-0.1	4.0
O=C(Nc1ccccc1)c1ccc(Nc2c([N+](=O)[O-])cc([N+](=O)[O-])c3ccccc23)cc1	9	-6.0	96.9	-7.0	-11.0	98.8	-4.0	98.2	-1.6	0.0	-9.0
O=C(Cc1ccccc1[N+](=O)[O-])N1CCc2ccccc2C1	13	-3.0	103.0	0.0	-1.0	99.1	-2.0	101.3	1.6	0.8	-4.0
COc1ccc(S(=O)(=O)NCC2CCCN(C(=O)c3occc3C)C2)cc1 (stereo not given)	18	-4.0	100.3	0.0	0.0	102.4	-2.0	100.7	1.0	0.5	-1.0
O=C(c1cccc(NS(=O)(=O)c2cccc([N+](=O)[O-])c2)c1)N1CCOCC1	15	-4.0	87.9	0.0	1.0	91.8	-3.0	87.9	7.4	1.1	-2.0
COc1ccccc1NC(=O)CSc1nnc(C)o1	22	-11.0	98.2	0.0	-3.0	99.3	-2.0	97.5	1.2	0.1	-1.0
CCCCOC(=O)CCN1C(=O)/C(=C2\SC(=S)N(CCC(=O)OCCCC)C2=O)SC1=S	11	-1.0	98.5	-3.0	-2.0	98.1	-5.0	100.1	-7.6	-1.0	-10.0
CCC(C)(C)n1nnnc1C(c1ccc(C)cc1)N1CCC(C)CC1 (stereo not given)	12	0.0	100.6	0.0	-4.0	100.0	-1.0	101.8	0.5	0.3	-4.0
NC(=O)c1ccccc1NC(=O)Nc1cccc2ccccc12	14	-7.0	100.0	-6.0	-2.0	98.5	-4.0	98.8	2.8	0.0	-3.0
CC(C(=O)N1CCCc2ccccc21)N1C(=O)c2ccccc2C1=O (stereo not given)	27	0.0	102.7	2.0	-1.0	99.9	0.0	103.2	0.0	0.9	2.0
COc1ccc(NC2=CC(=O)CC(C)(C)C2)cc1OC	39	-7.0	101.1	1.0	0.0	100.2	-3.0	103.8	2.6	0.5	-9.0
O=C(NCc1cccs1)C1CCCN(c2ncccn2)C1 (stereo not given)	13	-12.0	102.6	1.0	-3.0	99.6	-9.0	100.0	1.7	0.5	-6.0
COc1ccc(NS(=O)(=O)c2ccc3oc(SCc4ccc(F)cc4)nc3c2)cc1	19	-9.0	100.4	-4.0	-10.0	99.0	-4.0	101.3	1.8	0.7	-13.0
O=C(Cc1ccc(Cl)cc1)Nc1ncccn1	25	-7.0	103.1	2.0	-3.0	105.2	-4.0	102.1	1.1	-0.1	-4.0
